Screening data deposited in PubChem by Broad Institute.
EWS-Fli block = EWS/Fli transcriptional activity inhibition; AID 651661; hit rate 0.67% among 350,000; inhibition, % at 12.6 µM; A673 NR0B1-luciferase reporter, viability-normalised;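 active = mean inhibition of at least 50% after viability correction, with every replicate also passing that limit; inconclusive = mean reaches 50% but only one of two replicates passes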;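 note: firefly luciferase signal divided by Alamar Blue viability fluorescence both relative to DMSO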
FN deposit inh = fibronectin deposition inhibition. AH1F fibroblasts, Alexa488-fibronectin deposition fluorescence, overnight. inhibition, % at 12.6 µM. hit rate 0.086% among 350,000;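 active = mean inhibition across replicates of 30% or more, regardless of how many single replicates reach that level; inconclusive = mean under 30% yet at least half of replicates reach 30%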;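 note: positive control wells lacked labelled fibronectin entirely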
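Material: AH1F fibroblasts assembling fluorescent fibronectin matrix; amount: 10000 AH1F cells/well; medium: DMEM, 2% serum; reagent: Alexa488-fibronectin, 24 nM final in well; dosing: single compound dose, delivered by pin transfer; incubation: 1 h adhesion, overnight exposure; detection: fluorescence after three HBSS washes, excitation 485 nm, emission 525 nm; measure: fibronectin deposition inhibition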
PglD inh = PglD (C. jejuni) enzyme inhibition; AID 602405; purified PglD enzyme, DTNB colorimetric CoA detection; inhibition, % at 12.5 µM; hit rate 0.098% among 360,000; in the data active = inhibition above about 16%, passing the limit was not always enough; inconclusive = no clear call, values can overlap the other calls; note: strong numbers were not always called active
PAX8 reporter = inhibitors of PAX8 transcriptional activity in RMG-I cells; inhibition, % at 12.6 µM; RMG-I TPO-luciferase reporter, SteadyGlo, 24 h; hit rate 1.2% among 360,000;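 active = mean replicate inhibition at least 60% with every replicate also reaching 60%; inconclusive = only one of the two criteria is met; inactive = mean below 60% and not all replicates reaching 60%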;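 note: luciferase light reporting Pax8 driven TPO promoter activity; plate controls were median of neutral control wells for no effect and mitoxantrone controls for full effect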
LGR2 antag = inhibitors of bursicon-induced Drosophila LGR2 receptor cAMP signaling; hit rate 0.35% among 380,000; inhibition, % at 9.99 µM; HEK293 LGR2, CRE-luciferase, bursicon-stimulated, 4 h;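 active = drop in luminescence signal, shown as inhibition above about 50% in the replicate tests, limit read from the data, passing the limit was not always enough; inconclusive = probably only some replicates passing the limit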;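 note: agonist challenge used bursicon conditioned medium at about half maximal strength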
PGC1a acetyl inh = PGC1a acetylation modulation, inhibitor mode; U2OS PGC1a acetylation, AlphaScreen anti-acetyl-lysine; with virally co-expressed GCN5 acetyltransferase; inhibition, % at 15.6 µM; hit rate 0.17% among 350,000; AID 651687;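 active = every replicate shows inhibition of at least 40%; inconclusive = mean inhibition at least 40% but some replicate below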;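 note: 0% = neutral control wells and 100% = positive control wells; some results beyond the cut were filed as inactive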
S100A4 inh HTS = S100A4-myosin IIA interaction inhibition; P26447; S100A4/TAMRA-MyoIIA peptide fluorescence polarization; inhibition, % at 10.7 µM; hit rate 0.14% among 360,000;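 active = mean inhibition of at least 70% across replicates, with every replicate also reaching that level; inconclusive = mean inhibition reaches 70% but some replicates fall short; inactive = mean inhibition below 70%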
Target sequence (P26447 whole entry, looked up): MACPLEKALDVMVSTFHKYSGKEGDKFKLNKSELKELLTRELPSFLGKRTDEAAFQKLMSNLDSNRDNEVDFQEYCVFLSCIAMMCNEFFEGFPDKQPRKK
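Test system – S100A4 monomer (human) · Compound – single-point compound testing · Schedule – 5 min incubation before reading · Probe or stimulus – TAMRA-labelled myosin IIA heavy-chain peptide probe, 5 nM · Benchmarks – neutral control DMSO, positive control TFP · Medium – Calcium-containing HEPES buffer, pH 7.2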
ERAP1 HTS inh = blocks human ERAP1 aminopeptidase activity; AID 652197; hit rate 0.15% among 340,000; inhibition, % at 10.7 µM; Q9NZ08; recombinant ERAP1, Leu-AMC fluorescence, 60 min;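 active = mean replicate inhibition of at least 30%, or all replicates individually reaching that 30% level; inactive = mean below 30% and not every replicate reaching it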;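 note: 0% = neutral control wells and 100% = L-leucinethiol positive control wells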
Target sequence (Q9NZ08 whole entry, looked up): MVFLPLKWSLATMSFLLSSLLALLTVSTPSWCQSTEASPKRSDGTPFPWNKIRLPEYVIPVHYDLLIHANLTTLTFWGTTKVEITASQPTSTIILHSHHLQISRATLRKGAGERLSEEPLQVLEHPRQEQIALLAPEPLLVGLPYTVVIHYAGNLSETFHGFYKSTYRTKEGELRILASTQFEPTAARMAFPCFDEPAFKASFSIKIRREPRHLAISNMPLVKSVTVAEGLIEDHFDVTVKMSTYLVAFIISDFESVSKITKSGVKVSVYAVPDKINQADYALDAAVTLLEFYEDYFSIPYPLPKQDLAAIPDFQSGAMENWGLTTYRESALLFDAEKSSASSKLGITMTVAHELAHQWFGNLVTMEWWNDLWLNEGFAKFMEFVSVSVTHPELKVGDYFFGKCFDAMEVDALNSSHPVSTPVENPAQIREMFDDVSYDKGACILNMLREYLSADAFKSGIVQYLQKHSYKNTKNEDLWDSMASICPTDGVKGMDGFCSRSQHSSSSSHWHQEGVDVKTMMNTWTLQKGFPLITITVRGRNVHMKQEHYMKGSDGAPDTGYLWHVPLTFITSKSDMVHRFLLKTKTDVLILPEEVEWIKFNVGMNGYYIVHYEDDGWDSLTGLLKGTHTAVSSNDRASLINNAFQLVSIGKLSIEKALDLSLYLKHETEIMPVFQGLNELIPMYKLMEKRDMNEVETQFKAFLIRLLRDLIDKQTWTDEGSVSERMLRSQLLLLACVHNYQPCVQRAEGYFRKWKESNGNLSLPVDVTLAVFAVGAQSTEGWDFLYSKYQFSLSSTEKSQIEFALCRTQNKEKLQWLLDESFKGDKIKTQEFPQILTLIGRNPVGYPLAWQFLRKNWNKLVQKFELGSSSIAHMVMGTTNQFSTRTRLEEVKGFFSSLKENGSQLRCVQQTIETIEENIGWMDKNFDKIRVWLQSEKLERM
An asterisk follows results filed as active; ? = inconclusive; · = no result given.

1. Cc1noc(C)c1S(=O)(=O)Nc1ccc2c(c1)C(=O)N([C@H](C)CO)C[C@H](C)[C@@H](CN(C)C(=O)Nc1ccccc1)OCCCC[C@@H](C)O2
2. C[C@@H](NC(=O)C[C@@H]1CC[C@@H]2[C@H](COC[C@H](O)CN2Cc2cc(F)ccc2F)O1)c1ccccc1
3. COc1ccc(NC(=O)c2sc3nc(N4CCOCC4)c4c(c3c2N)CCCC4)cc1
4. N#Cc1ncc(-c2ccc3c(c2)OCCOCCOCCOCCO3)nc1C#N
5. NNC(=S)Nc1c(F)cc(F)cc1Br
Compound	1	2	3	4	5
EWS-Fli block	-9	5	-11	·	6
FN deposit inh	1	-4	6	-6	6
PglD inh	10	-1	4	1	0
PAX8 reporter	-14	68*	-9	14	-13
LGR2 antag	-7	-4	3	20	·
PGC1a acetyl inh	-3	4	-26	-22	4
S100A4 inh HTS	-19	-6	4	·	-11
ERAP1 HTS inh	1	1	1	·	·

6. CCOC(=O)c1cnc2sccn2c1=O
7. Cc1cc2nc(-c3cccc(Br)c3)c(Cc3cccc(Cl)c3)n2c(C)c1Br
8. CC(=O)c1ccc(OCC(C)C)c(Cc2c(O)nc(N)[nH]c2=O)c1
9. C[C@@H]1CN([C@@H](C)CO)C(=O)Cc2cc(N(C)C)ccc2O[C@@H]1CN(C)S(=O)(=O)c1ccccc1
10. C=Cc1ccc(COC(=O)c2cn(CC)c3nc(C)ccc3c2=O)cc1
Compound	6	7	8	9	10
EWS-Fli block	5	-14	6	·	-8
FN deposit inh	·	2	2	·	3
PglD inh	-2	·	·	-2	3
PAX8 reporter	·	30	-3	4	-5
LGR2 antag	0	-5	10	10	0
PGC1a acetyl inh	-6	·	-1	3	-1
S100A4 inh HTS	-1	-11	-6	-5	-1
ERAP1 HTS inh	-1	7	-1	0	3

11. CCN1[C@H](C(=O)Nc2nccs2)[C@@H](CO)[C@@H]2Cn3c(ccc(-c4ccccc4OC)c3=O)[C@@H]21
12. O=C(C[C@H]1CC[C@@H]2[C@H](COC[C@@H](O)CN2C(=O)c2cccnc2)O1)NC1Cc2ccccc2C1
13. CCOCCCNC(=O)CN1CCN(S(=O)(=O)c2ccc3c(c2)CCC3)CC1
14. COc1cc(NC(=O)Nc2nc(C(N)C3CCCCC3)cs2)cc(OC)c1OC (stereo unspecified)
15. O=C(CC1CC1)N[C@H]1CC[C@@H](CCNS(=O)(=O)c2ccc(F)cc2)O[C@@H]1CO
Compound	11	12	13	14	15
EWS-Fli block	-3	1	-6	4	-48
FN deposit inh	·	-1	-2	2	-3
PglD inh	-2	0	4	-2	0
PAX8 reporter	·	-4	-4	-8	-5
LGR2 antag	-9	1	-16	11	11
PGC1a acetyl inh	·	-2	7	-14	-8
S100A4 inh HTS	-29	-52	-2	-4	7
ERAP1 HTS inh	0	-1	6	18	-5

16. CC1=C(C(=O)N2CCOCC2)CC(CC(=O)NCc2cccc3ccccc23)C(=O)N1CCC1=CCCCC1 (stereo unspecified)
17. CNC[C@H]1Oc2c(NC(=O)Nc3ccc4c(c3)OCO4)cccc2C(=O)N([C@H](C)CO)C[C@@H]1C
18. CCC(=O)NNc1ncnc2ccccc12
19. CO[C@@H]1CN(C)C(=O)c2ccc(NC(=O)NC(C)C)cc2OC[C@H](C)N(Cc2cncnc2)C[C@H]1C
20. Cc1ccc(NC(=S)N(CCCN2CCOCC2)Cc2ccco2)cc1Cl
Compound	16	17	18	19	20
EWS-Fli block	1	-16	-13	-7	·
FN deposit inh	·	-9	1	-7	0
PglD inh	6	3	-2	·	0
PAX8 reporter	23	-24	13	·	-14
LGR2 antag	17	-26	-1	-3	15
PGC1a acetyl inh	-2	-1	-4	-6	·
S100A4 inh HTS	-2	12	1	·	·
ERAP1 HTS inh	1	·	1	·	·

Profiles from above:
Profile of CC1=C(C(=O)N2CCOCC2)CC(CC(=O)NCc2cccc3ccccc23)C(=O)N1CCC1=CCCCC1 (stereo unspecified) : EWS-Fli block = 1; FN deposit inh = ·; PglD inh = 6; PAX8 reporter = 23; LGR2 antag = 17; PGC1a acetyl inh = -2; S100A4 inh HTS = -2; ERAP1 HTS inh = 1
Profile of CO[C@@H]1CN(C)C(=O)c2ccc(NC(=O)NC(C)C)cc2OC[C@H](C)N(Cc2cncnc2)C[C@H]1C : EWS-Fli block = -7; FN deposit inh = -7; PglD inh = ·; PAX8 reporter = ·; LGR2 antag = -3; PGC1a acetyl inh = -6; S100A4 inh HTS = ·; ERAP1 HTS inh = ·

New compounds follow
21. CN1c2ccc(C3=CCCCC3)cc2[C@@H]2[C@@H](CCN2C(=O)NC2CCCC2)[C@H]1CO
22. CCOC(=O)C(C)Sc1nnc2c3ccccc3n(C)c2n1 (stereo unspecified)
23. CCOC(=O)C1CCCN(C(=O)c2ccc(S(=O)(=O)N3CCOCC3)cc2)C1 (stereo unspecified)
24. COc1cccc(NC(=O)CN(C)C(=O)c2cc(Cl)nc3ccccc23)c1
25. COc1ccc(CN(C)C(=O)Cn2cc(C)c(=O)[nH]c2=O)cc1OC
Compound	21	22	23	24	25
EWS-Fli block	-4	11	2	3	16
FN deposit inh	-4	0	·	8	2
PglD inh	·	0	4	5	1
PAX8 reporter	·	-12	6	0	-9
LGR2 antag	10	-6	-5	-8	12
PGC1a acetyl inh	-10	-16	10	·	·
S100A4 inh HTS	0	1	-9	0	-1
ERAP1 HTS inh	0	7	1	0	3

26. COc1ccc(C2C(C#N)=C(N)OC3=C2C(=O)CC(C)(C)C3)cc1Cn1nc(C)c([N+](=O)[O-])c1C (stereo unspecified)
27. Cc1ccc(C)c(OCc2cc(C(=O)N(C)Cc3nccn3C)no2)c1
28. COc1ccc(C#Cc2ccc([C@H]3[C@H]4CN(C(=O)c5ccc(F)cc5)CC(=O)N4[C@H]3CO)cc2)cc1
29. COc1ccccc1NC(=O)c1sc(Cl)nc1C
30. Cc1ccc(C)c(N2CCN(S(=O)(=O)c3cc4c(cc3Cl)NC(=O)CO4)CC2)c1
Compound	26	27	28	29	30
EWS-Fli block	-10	-7	6	30	7
FN deposit inh	·	6	0	-3	-18
PglD inh	·	0	·	1	0
PAX8 reporter	12	-10	·	20	5
LGR2 antag	1	-10	3	-5	18
PGC1a acetyl inh	·	·	3	-2	·
S100A4 inh HTS	2	-3	-4	-9	0
ERAP1 HTS inh	8	-2	3	2	-3

31. COCCCNc1nc2c(c(=O)n(Cc3ccc(F)cc3)c(=O)n2C)n1C
32. Cc1ccc2c(n1)sc1c(-c3ccccc3)c(C#N)c(N)nc12
33. Cc1ccsc1C(=O)NCC(=O)OCc1ccccc1
34. COC(=O)c1cc(NC(=O)CN2C(=O)C(=O)N(C3CCCC3)C2=O)cc(C(=O)OC)c1
35. CN(CCC#N)C(=O)COC(=O)c1cccnc1Nc1ccccc1F
Compound	31	32	33	34	35
EWS-Fli block	10	·	·	0	-4
FN deposit inh	2	-6	2	-9	·
PglD inh	-5	1	-5	-3	·
PAX8 reporter	15	25	-2	-1	5
LGR2 antag	-3	·	-15	3	4
PGC1a acetyl inh	4	7	-2	-5	·
S100A4 inh HTS	-2	·	36	-6	2
ERAP1 HTS inh	0	·	-4	0	-2

36. CC1(C(=O)NCc2ccccn2)C=CCN1C(=O)c1ccccc1 (stereo unspecified)
37. CC(C)NC(=O)Nc1ccc2c(c1)CC(=O)N([C@@H](C)CO)C[C@@H](C)[C@@H](CN(C)S(=O)(=O)c1ccc(Cl)cc1)O2
38. c1ccc(CN2CCOCCOCCOCC2)cc1
39. C[C@H](CO)N1C[C@H](C)[C@@H](CN(C)Cc2cncnc2)Oc2ncc(C#CC3CCCCC3)cc2C1=O
40. O=C(CSCc1ccccc1)Nc1ccc(S(=O)(=O)Nc2ncccn2)cc1
Compound	36	37	38	39	40
EWS-Fli block	-14	20	7	-4	-4
FN deposit inh	-7	-4	2	0	-9
PglD inh	-3	9	·	0	1
PAX8 reporter	-42	-1	6	·	9
LGR2 antag	-5	17	1	-8	-10
PGC1a acetyl inh	·	4	·	-5	-10
S100A4 inh HTS	-4	4	-2	7	-3
ERAP1 HTS inh	1	0	0	-5	1

41. O=C(NCCCN1CCOCC1)C(=O)NCc1ccccc1
42. O=C1c2ccccc2C(=O)C1c1ccc(Cl)cc1
43. CCN(c1ccccc1)S(=O)(=O)c1cccc(C(=O)NCC(c2cccs2)N2CCOCC2)c1 (stereo unspecified)
44. COc1ccc(C#Cc2ccc3c(c2)[C@]2(C(=O)N3)[C@H](c3ccc(O)cc3)N3[C@H](c4ccccc4)[C@H](c4ccccc4)OC(=O)[C@H]3[C@@H]2C(=O)O)cc1
45. CCNC(=O)c1cccc(NC(=O)C2CC(=O)N(CCc3ccccc3)C2)c1 (stereo unspecified)
Compound	41	42	43	44	45
EWS-Fli block	-1	-23	11	4	6
FN deposit inh	·	-11	14	·	6
PglD inh	·	3	-3	20	0
PAX8 reporter	20	7	17	·	2
LGR2 antag	25	-6	-1	·	6
PGC1a acetyl inh	5	11	·	-3	0
S100A4 inh HTS	-6	-4	-1	2	0
ERAP1 HTS inh	-14	0	-1	4	8

46. CC(C)c1nn2c(=O)cc(O)nc2s1
47. O=C(C1CC1)N1CCCCN2[C@H](CO)[C@@H](c3ccc(C#CC4(O)CCCC4)cc3)[C@@H]2C1
48. C/C=C/c1ccc([C@H]2[C@@H](CO)N(S(C)(=O)=O)[C@@H]2CN(C(C)=O)C(C)C)cc1
49. CCn1c(=O)cc(SCC(=O)Nc2ccc(C)cn2)c2ccccc21
50. Cc1ccc(S(=O)(=O)N2CCN(c3ccccc3)CC2)cc1
Compound	46	47	48	49	50
EWS-Fli block	-15	3	·	13	2
FN deposit inh	-5	·	-11	-3	0
PglD inh	·	-2	·	·	-5
PAX8 reporter	39	-18	·	58	-14
LGR2 antag	·	·	-4	49	9
PGC1a acetyl inh	·	-1	·	·	-3
S100A4 inh HTS	-3	-4	0	-6	-3
ERAP1 HTS inh	-1	5	-4	-3	-2

51. CC(C)CC#Cc1ccc([C@@H]2[C@H]3CN(C(=O)Nc4ccccc4)CCCCN3[C@H]2CO)cc1
52. COc1ccc(S(=O)(=O)Nc2ccc3c(c2)C(=O)N([C@H](C)CO)C[C@H](C)[C@H](CN(C)S(=O)(=O)c2cn(C)cn2)OCCCC[C@H](C)O3)cc1
53. CCCNC(=O)N(C)C[C@H]1Oc2cc(C#CCC(C)C)ccc2S(=O)(=O)N([C@@H](C)CO)C[C@H]1C
54. CN(C(=O)COC(=O)CNC(=O)c1cccs1)c1c(N)n(Cc2ccccc2)c(=O)[nH]c1=O
55. CCn1cc(C(=O)NCc2ccccc2OC)c(=O)c2cc(S(=O)(=O)N(C)C)ccc21
Compound	51	52	53	54	55
EWS-Fli block	4	6	3	-2	-3
FN deposit inh	-13	·	·	-1	-6
PglD inh	-5	0	-4	3	1
PAX8 reporter	74*	-24	·	1	2
LGR2 antag	9	-1	11	-11	-33
PGC1a acetyl inh	-26	5	?	·	·
S100A4 inh HTS	-3	?	8	-2	2
ERAP1 HTS inh	-2	0	0	-5	-3
